Growth percent in the NCI-60 one-dose screen (48 h, 10 µM unless noted): 100 = growth as untreated, 0 = no growth, -100 = all killed.
HCT-15: HCT-15 colon cancer | AID 1794746 | actives 5.2% (n = 82,000)
SW-620: SW-620 colon cancer; actives 5.2% (n = 82,000)
KM12: KM12 colon cancer cells; actives 5% (n = 82,000)
SNB-75: SNB-75 CNS cancer; actives 5% (n = 79,000); AID 1794750
HT29: HT29 colon cancer; AID 1794748; actives 7.4% (n = 81,000)
COLO 205: COLO 205 colon cancer; actives 7.3% (n = 79,000); AID 1794742
HCT-116: HCT-116 colon cancer | AID 1794798 | actives 7.3% (n = 82,000)
HCC-2998: HCC-2998 colon cancer; actives 4.7% (n = 79,000); AID 1794799
SNB-19: SNB-19 CNS cancer cells; actives 2.5% (n = 81,000)
* hit, by the source's call; & = joins results of further samples. Rule for the calls: active = growth percent below 10; inactive = the rest. These rows are one share of the data; count on the stated rates, not on these rows.

Nc1ccc(CCNS(=O)(=O)c2cccc(S(=O)(=O)F)c2)cc1 was read as HCT-15 97.7, SW-620 102.6, KM12 98.2, SNB-75 75.4, HT29 103.2, COLO 205 108.0, HCT-116 92.7, HCC-2998 104.8 and SNB-19 106.5.
For Cc1ccccc1-c1nc2c(s1)C1=CC[C@@H]3[C@H](CC[C@]4(C)C(=O)CC[C@@H]34)[C@@]1(C)CC2 the results were HCT-15 99.7, SW-620 106.5, KM12 99.7, SNB-75 91.6, HT29 101.9, COLO 205 103.8, HCT-116 95.1, HCC-2998 105.3 and SNB-19 95.3.
CCCCCC1(C(C)C)C(=O)NC(=S)NC1=O was read as HCT-15 105.7, SW-620 96.7, KM12 98.3, SNB-75 100.4, HT29 99.8, COLO 205 96.9, HCT-116 117.1, HCC-2998 95.0 and SNB-19 79.7.
For CC1=C(CCCNS(C)(=O)=O)C2=C(C)C3(CC3)[C@@](C)(O)C(=O)C2=C1 the results were HCT-15 4.3*, SW-620 83.3, KM12 62.4, SNB-75 -60.6*, HT29 -2.0*, COLO 205 -61.0*, HCT-116 1.0*, HCC-2998 -43.3* and SNB-19 8.2*.
C/C=C(\CC)C1(CCC)C(=O)NC(=S)NC1=O was read as HCT-15 97.9, SW-620 107.0, KM12 96.4, SNB-75 97.2, HT29 101.5, COLO 205 106.0, HCT-116 113.4, HCC-2998 98.0 and SNB-19 97.9.
`CCOP(=O)(OCC)Oc1c(Cl)c(Cl)c(O)c(Cl)c1Cl` gave HCT-15 98.6, SW-620 98.9, KM12 112.4, SNB-75 78.0, HT29 105.9, COLO 205 100.3, HCT-116 99.1, HCC-2998 105.8 and SNB-19 112.2.
Screening C/C1=C\[C@H](C)C[C@H](C)OC(=O)C[C@H](c2ccc(O)cc2)NC(=O)[C@@H](Cc2c(Br)[nH]c3ccccc23)N(C)C(=O)[C@H](C)NC(=O)[C@@H](C)C1 returned HCT-15 -38.1*, SW-620 6.5*, KM12 -4.4*, SNB-75 -76.4*, HT29 -33.5*, COLO 205 9.9*, HCT-116 0.9*, HCC-2998 -86.3* and SNB-19 -21.9*.
For Cc1cc(-c2nc3cc(F)ccc3[se]2)cc(F)c1N the results were HCT-15 38.2, SW-620 90.7, KM12 61.2, SNB-75 91.9, HT29 62.5, COLO 205 52.4, HCT-116 71.2, HCC-2998 35.5 and SNB-19 97.2.
Screening NC(N)=NNC=O returned HCT-15 102.3, SW-620 112.2, KM12 109.7, SNB-75 95.6, HT29 103.9, COLO 205 116.5, HCT-116 109.0, HCC-2998 103.0 and SNB-19 113.2.
Screening C=CC(CN1CC1)OC(C)=O (stereo not given) returned HCT-15 110.2, SW-620 105.1, KM12 107.6, SNB-75 82.6, HT29 109.2, COLO 205 132.6, HCT-116 104.2, HCC-2998 75.2 and SNB-19 105.3.
For CN(N=O)c1ccccc1 the results were HCT-15 107.0, SW-620 112.2, KM12 100.1, SNB-75 89.9, HT29 107.8, COLO 205 107.3, HCT-116 97.8 and SNB-19 100.6.
O=S(=O)(O)C(Br)(Br)Br was read as HCT-15 105.9, SW-620 98.6, KM12 101.7, SNB-75 91.0, HT29 99.0, COLO 205 99.0, HCT-116 96.2, HCC-2998 103.2 and SNB-19 106.4.
`COC(C(=O)O)(c1ccccc1)c1ccccc1` gave HCT-15 96.8, KM12 103.0, SNB-75 78.4, HT29 104.9, COLO 205 113.4, HCT-116 102.9, HCC-2998 104.4 and SNB-19 94.1.
For CCOP(=O)(NCCCOC)OCC the results were HCT-15 107.4, SW-620 116.1, KM12 112.0, SNB-75 106.3, HT29 101.0, COLO 205 99.0, HCT-116 104.0, HCC-2998 107.4 and SNB-19 109.3.
Screening CC[C@H](/C=C/[C@@H](C)[C@H]1CC[C@@H]2[C@]1(C)CC[C@H]1[C@]23C=C[C@]2(C[C@@H](O)CC[C@]12C)OO3)C(C)C returned HCT-15 90.4, SW-620 95.4, KM12 90.0, SNB-75 105.0, HT29 98.4, COLO 205 119.0, HCT-116 78.2, HCC-2998 117.0 and SNB-19 92.6.
`CN1C(=O)N(C)C(O)C(Cl)(Br)C1=O` (stereo not given) gave HCT-15 103.1, SW-620 102.4, KM12 99.6, SNB-75 91.0, HT29 98.7, COLO 205 111.5, HCT-116 100.3, HCC-2998 98.1 and SNB-19 102.6.
COC(=O)C1(c2cccs2)CCN(C)CC1 was read as HCT-15 95.4, SW-620 106.8, KM12 90.7, SNB-75 82.9, HT29 104.6, COLO 205 97.7, HCT-116 106.2, HCC-2998 104.3 and SNB-19 102.6.
CC/C(=N/OC(=O)N(C)C)c1ccccc1 was read as HCT-15 100.4, SW-620 106.5, KM12 104.9, SNB-75 92.2, HT29 101.0, COLO 205 102.0, HCT-116 98.9, HCC-2998 110.0 and SNB-19 112.2.
Screening CN1CCN(C(=O)COc2ccc(C=C3C(=O)NC(=S)NC3=O)cc2)CC1 returned HCT-15 101.8, SW-620 100.5, KM12 100.1, SNB-75 95.9, HT29 104.0, COLO 205 103.1, HCT-116 105.0, HCC-2998 95.8 and SNB-19 92.3.
`O=C(O)C(Cl)(Cl)C(F)(F)F` gave HCT-15 104.2, SW-620 94.7, KM12 101.6, SNB-75 97.7, HT29 103.1, COLO 205 124.0, HCT-116 105.2, HCC-2998 99.9 and SNB-19 104.6.

Some of these compounds in order of length of the SMILES, rising.
O=S(=O)(O)C(Br)(Br)Br was read as HCT-15 105.9, SW-620 98.6, KM12 101.7, SNB-75 91.0, HT29 99.0, COLO 205 99.0, HCT-116 96.2, HCC-2998 103.2 and SNB-19 106.4.
`O=C(O)C(Cl)(Cl)C(F)(F)F` gave HCT-15 104.2, SW-620 94.7, KM12 101.6, SNB-75 97.7, HT29 103.1, COLO 205 124.0, HCT-116 105.2, HCC-2998 99.9 and SNB-19 104.6.
COC(=O)C1(c2cccs2)CCN(C)CC1 was read as HCT-15 95.4, SW-620 106.8, KM12 90.7, SNB-75 82.9, HT29 104.6, COLO 205 97.7, HCT-116 106.2, HCC-2998 104.3 and SNB-19 102.6.
For Cc1ccccc1-c1nc2c(s1)C1=CC[C@@H]3[C@H](CC[C@]4(C)C(=O)CC[C@@H]34)[C@@]1(C)CC2 the results were HCT-15 99.7, SW-620 106.5, KM12 99.7, SNB-75 91.6, HT29 101.9, COLO 205 103.8, HCT-116 95.1, HCC-2998 105.3 and SNB-19 95.3.

The results go on.
Nc1nc(N)nc(Cl)n1 was read as HCT-15 96.9, SW-620 98.3, KM12 108.6, SNB-75 97.6, HT29 102.9, HCT-116 98.5, HCC-2998 104.9 and SNB-19 89.6.
Screening ClC(Cl)(Cl)Sn1cccn1 returned HCT-15 97.9, SNB-75 86.7, HT29 111.3, COLO 205 108.8, HCT-116 96.0 and HCC-2998 101.1.
For C[C@@H]1C[C@@H]([C@H](O)CC2CC(=O)NC(=O)C2)C(=O)[C@@H](C)C1 the results were HCT-15 8.4*, SW-620 8.0*, KM12 5.7*, SNB-75 8.1*, HT29 3.8*, COLO 205 -14.9*, HCT-116 0.1*, HCC-2998 2.1* and SNB-19 10.5.
`Cc1sc2nc(N3CCNCC3)[nH]c(=O)c2c1C` gave HCT-15 103.6, SW-620 99.5, KM12 94.5, SNB-75 85.9, HT29 101.8, COLO 205 95.2, HCT-116 94.6, HCC-2998 99.1 and SNB-19 105.0.
CC12CCC3C(CCC4CC(O)CCC43C)C1CC(CO)C2=O (stereo not given) was read as HCT-15 96.0, SW-620 108.9, KM12 107.3, SNB-75 90.5, HT29 98.5, COLO 205 110.5, HCT-116 101.5, HCC-2998 95.0 and SNB-19 94.0.
For CN1CCC(c2c[nH]c3ccccc23)C1 (stereo not given) the results were HCT-15 102.4, SW-620 103.8, KM12 106.6, SNB-75 95.5, HT29 100.3, COLO 205 108.2, HCT-116 94.2, HCC-2998 94.1 and SNB-19 95.2.
`COc1cc(C=C2C(=O)NC(=S)NC2=O)ccc1O` gave HCT-15 100.1, SW-620 102.4, KM12 110.9, SNB-75 101.4, HT29 108.4, COLO 205 112.3, HCT-116 97.0, HCC-2998 111.4 and SNB-19 94.8.
For NC(=S)C(N)=S the results were HCT-15 111.8, SW-620 112.1, KM12 110.5, SNB-75 83.7, HT29 119.6, COLO 205 123.6, HCT-116 98.8 and SNB-19 106.1.
O=Nc1c(O)[nH]c(=O)[nH]c1=O was read as HCT-15 114.5, SW-620 108.7, KM12 106.9, SNB-75 95.1, HT29 108.6, COLO 205 115.8, HCT-116 98.8, HCC-2998 120.2 and SNB-19 101.8.
For C/C(CC(C)(C)N1CC1)=N\O the results were HCT-15 97.1&98.2, SW-620 103.8&100.3, KM12 102.6&107.4, SNB-75 131.9&97.5, HT29 94.7, COLO 205 113.6&110.9, HCT-116 107.0&111.1, HCC-2998 105.9&93.9 and SNB-19 117.7&99.8.
`CCOP(=O)(OCC)Oc1cc(C)c(N(C)C)c(C)c1` gave HCT-15 100.1, SW-620 105.1, KM12 114.4, SNB-75 99.5, HT29 107.5, COLO 205 149.5, HCT-116 97.3, HCC-2998 106.9 and SNB-19 94.9.
Screening COC(=O)C1CCC(NC(=O)c2csc([C@@H](C[C@H](C(C)C)N(C)C(=O)[C@@H](NC(=O)[C@H]3CCCCN3C)C(C)C)OC(C)=O)n2)CC1 (stereo not given in full) returned HCT-15 11.5, SW-620 28.1, KM12 9.7*, SNB-75 61.6, HT29 -0.6*, COLO 205 -71.1*, HCT-116 5.0*, HCC-2998 20.2 and SNB-19 38.4.
CC(Cl)CN(C)Cc1ccccc1 (stereo not given) was read as HCT-15 98.6, SW-620 95.4, KM12 101.2, SNB-75 98.2, HT29 108.0, COLO 205 90.1, HCT-116 97.8, HCC-2998 92.0 and SNB-19 89.9.
COC(=O)CC12CC(NC(=O)c3csc([C@@H](C[C@H](C(C)C)N(C)C(=O)[C@@H](NC(=O)[C@H]4CCCCN4C)C(C)C)OC(C)=O)n3)(C1)C2 was read as HCT-15 11.8, SW-620 29.0, KM12 11.1, SNB-75 59.0, HT29 5.5*, COLO 205 -54.7*, HCT-116 9.6*, HCC-2998 10.5 and SNB-19 37.8.
For CCCCCN(CCCl)C1c2ccccc2-c2ccccc21 the results were HCT-15 86.5, SW-620 97.2, KM12 100.3, SNB-75 78.3, HT29 80.3, COLO 205 112.0, HCT-116 87.3, HCC-2998 98.6 and SNB-19 90.1.
`O=NN(Cc1ccccc1)Cc1ccccc1` gave HCT-15 117.6, SW-620 107.2, KM12 138.2, SNB-75 83.6, HT29 116.7, COLO 205 136.9, HCT-116 106.2, HCC-2998 116.7 and SNB-19 103.5.
`O=C(CCl)OCCOC(=O)CCl` gave HCT-15 95.4, SW-620 103.2, KM12 97.8, SNB-75 102.2, HT29 110.7, COLO 205 116.0, HCT-116 101.6, HCC-2998 97.9 and SNB-19 107.3.
Screening Clc1ccc(C(c2ccccc2Cl)C(Cl)(Cl)Cl)cc1 (stereo not given) returned HCT-15 99.1, SW-620 92.0, KM12 97.4, SNB-75 47.5, HT29 67.0, COLO 205 121.1, HCT-116 71.5 and HCC-2998 104.6.
Screening ClCCN1CCSCC1 returned HCT-15 106.4, SW-620 106.4, KM12 110.7, SNB-75 86.6, HT29 111.9, COLO 205 119.4, HCT-116 102.4, HCC-2998 101.6 and SNB-19 110.4.
`Cc1cc(C)c(C[N+](C)(C)C)c(C)c1C` gave HCT-15 7.6*, SW-620 8.5*, KM12 7.9*, SNB-75 8.9*, HT29 3.5*, COLO 205 0.2*, HCT-116 7.9* and SNB-19 16.1.
`C[N+](C)(C)Cc1ccccc1C[N+](C)(C)C` gave HCT-15 102.1, SW-620 107.5, KM12 99.3, SNB-75 100.3, HT29 101.6, COLO 205 104.6, HCT-116 105.0, HCC-2998 95.3 and SNB-19 108.7.

Compounds shown so far that have a COOH group, in the order listed:
`COC(C(=O)O)(c1ccccc1)c1ccccc1` gave HCT-15 96.8, KM12 103.0, SNB-75 78.4, HT29 104.9, COLO 205 113.4, HCT-116 102.9, HCC-2998 104.4 and SNB-19 94.1.
`O=C(O)C(Cl)(Cl)C(F)(F)F` gave HCT-15 104.2, SW-620 94.7, KM12 101.6, SNB-75 97.7, HT29 103.1, COLO 205 124.0, HCT-116 105.2, HCC-2998 99.9 and SNB-19 104.6.
